# Pf apPOL block: Pf-apPOL DNA polymerase inhibition; Recombinant Pf-apPOL, molecular beacon fluorescence, 1.5 h; inhibition, % at 10 µM; actives 0.25% (n = 210,000)
# mHTT-CaM PPI inh: mHTT-calmodulin interaction abrogation. actives 3.6% (n = 190,000). AlphaScreen His-mHTT/GST-CaM binding, luminescence. AID 1671202. inhibition, % at 15 µM;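 further: 0% = both proteins with DMSO and 100% = one protein alone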
# * hit, by the source's call; nt = no result given; & = joins results of further samples; ! = not confirmed by another sample. No stated cut-off is given here; in the data, active means inhibition above about 50%; inactive means the rest. Compounds were not picked by outcome. About 3.6% of those tested had a hit in this group.
SMILES,Pf apPOL block,mHTT-CaM PPI inh
CCOc1cccc(C(=O)Nc2cccc(NC(=O)c3ccccc3)c2)c1,1.3,-2.8
CC(=O)NC1=NN(C(C)=O)C(C)(CCS(=O)(=O)c2ccc(C)cc2)S1 (stereo not drawn),-8.0,4.0
Cc1c(NC(=O)c2ccc(C(C)(C)C)cc2)cccc1[N+](=O)[O-],-2.7,-5.3
O=C1CCc2cc(NC(=O)C34CC5CC(CC(C5)C3)C4)ccc2N1,6.4,-6.4
CC1CCN(S(=O)(=O)N2CCCC(C(=O)NC(C)C)C2)CC1 (stereo not drawn),94.8*,4.0
O=C1CSC(c2ccccc2C(F)(F)F)N1c1ccccc1 (stereo not drawn),-2.9,-3.0
CCCNC(=O)N1CCC(c2ccn3ncc(C(=O)N4CCOCC4)c3c2)CC1,-0.1,-1.3
O=C1N=C(c2ccccc2)C(c2ccccc2)N1 (stereo not drawn),-10.3&-1.9,-3.9&3.9
Cc1ccc(-n2ncc3c(NCCCN4CCOCC4)ncnc32)c(C)c1,1.6,13.0
CCOC(=N)c1ccc(F)c(Cl)c1,-1.7,nt
Cc1ccc(C(=O)N2CCC(c3nc(CCNC(=O)C(C)C)cs3)CC2)s1,-6.3,0.6
Cc1cc(C2CCCN2C(=O)CCc2ccccc2)on1 (stereo not drawn),-3.5,-7.5
Cc1cc(Nc2ccc3c(c2)OCCO3)c2cc(Cl)ccc2n1,-4.3,17.5
COc1ccccc1N1CCN(C(=O)/C=C/c2ccc3c(c2)OCO3)CC1,-4.1,17.0
O=S(=O)(c1ccc(-c2csc(=Nc3ccccc3)n2CCCO)cc1)N1CCOCC1,-8.6,43.0
COc1ccccc1NC(=O)CSc1nc2c(c(=O)n1C)SC(C)C2 (stereo not drawn),2.2,1.0
Cc1cccc(NC(=O)Nc2ccc(F)cc2)n1,6.0,-3.4
NNC(=O)c1ccc(Oc2ccc(C(=O)NN)cc2)cc1,-7.7,0.5
CC(C)(C)C(=O)Oc1ccc2c(c1)OC(=Cc1ccco1)C2=O,-7.3,8.0
CCCCN1C(=O)C(C)(C(=O)NCc2cccc(Cl)c2)Oc2cccnc21 (stereo not drawn),-1.2,-10.2
O=c1c2scc(-c3cccc(F)c3)c2ncn1Cc1ccc(Br)cc1,-0.7,-15.9
CS(=O)(=O)c1cccc(-c2nnc(NC(=O)C3c4ccccc4Oc4ccccc43)o2)c1,-114.0,99.3*
O=C(CSCc1ccccc1)Nc1cccc(F)c1,-7.7,-12.6
S=C1NC2(CCCCCCC2)NN1c1ccc(Cl)cc1,nt,-2.1
COc1ccc(NC(=O)N2CCC3(CC2)NC(=O)c2ccccc2N3C)c(OC)c1,0.2,6.8
Cn1nc(-c2nc(-c3ccccc3)no2)c2c1CCN(S(=O)(=O)c1ccc(F)cc1)C2,-1.5,-14.9
CCS(=O)(=O)c1ccc(C#N)cn1,-2.7,nt
COc1ccccc1NC(=O)c1c(NCc2cccnc2)sc2c1CCCC2,-22.5,71.0*
O=C1CC(c2cccs2)CC2=C1C(c1cccs1)Nc1ccccc1N2 (stereo not drawn),-5.0,5.0
Cc1ccc2nc(NC(=O)C3CC(=O)N(CCc4c[nH]c5ccc(C)cc45)C3)sc2c1 (stereo not drawn),0.4,87.9*
Cc1ccc(NS(=O)(=O)c2cccc(C(=O)Nc3nncs3)c2)cc1,-6.9,6.2
CCN(c1ccccc1C)S(=O)(=O)c1cc(Cl)ccc1Cl,2.5,-69.3
COC(=O)CNC(=O)N1CCCC1c1ccccc1Cl (stereo not drawn),-3.7,-1.6
O=C(c1ccc2c(c1)OCO2)N1CC2CC1CC2NS(=O)(=O)c1cccnc1 (stereo not drawn),-3.9,-0.2
Cc1ccc(CNC(=O)c2cn(C)c(=O)c3c2c2ccccc2n3C)cc1,-4.1,5.0
O=C1NC2(CCN(Cc3ccccc3)CC2)Oc2ccccc21,-6.6&-3.2,nt
O=C(O)CC(C(=O)Nc1ccc(Cl)c(Cl)c1)C1CCCO1 (stereo not drawn),-2.2,2.0
O=C1CCN(CCc2ccccc2)CCN1[C@H](CO)Cc1ccccc1,-4.0,13.1
Cc1ccc(-c2nn(C)c(=O)c3ccccc23)cc1S(=O)(=O)NCCCO,95.1*,0.0
COc1ccc(CN2CCN(Cc3ccc(SC)cc3)CC2)c(OC)c1OC,-5.7,5.3
O=C(C1CC(c2ccccc2F)=NO1)N1CCN(C(c2ccccc2)c2ccccc2)CC1 (stereo not drawn),3.1,-4.1
CC(=O)N(CN1C(=O)c2ccccc2S1(=O)=O)CN1C(=O)c2ccccc2S1(=O)=O,-0.9,-4.0
COc1ccc(-c2cccc3c2CCN(C(=O)CN2CCOCC2)C3C)cc1 (stereo not drawn),-13.3,17.5
COc1ccc(Cc2nc(C)cc(Cl)n2)cc1Cl,-0.5,-1.0
Cc1sc2cc(C(=O)N3CCCCC3)[nH]c2c1CN1CCCCC1,4.2,-2.4
CC1(C)CC(=O)C2=C(C1)Nc1ccccc1NC2c1c[nH]c2ccccc12 (stereo not drawn),7.2,3.0
O=C1CCC[C@@H]2Cc3[nH]c4ccccc4c3[C@@H]3CCN1[C@H]23,-9.1,8.8
CCCCN1C(=O)C(C)(C(=O)Nc2ccccc2F)Oc2cccnc21 (stereo not drawn),-5.1,-20.3
O=S1(=O)C=CC(Sc2nc3ccccc3[nH]2)C1 (stereo not drawn),-8.0,-6.4
CCC(C)NC(=O)C1CCN(c2nc3cccnc3s2)CC1 (stereo not drawn),3.8,-6.7
CCc1cccc(C)c1NC(=O)c1ccc(-c2ccc(Cl)cc2)o1,-11.4,11.8
CC1CCc2nn(CC(=O)N3CCc4ccccc4C3)cc2C1 (stereo not drawn),-1.6,-9.1
CCNC(=O)c1cccnc1N1CCCC(C)C1 (stereo not drawn),1.5,-7.0
CCOc1ccccc1NC(=O)c1cc(S(=O)(=O)NC2CCCCCC2)ccc1F,37.5,3.0
CC(C)CCNC(=O)c1cn2ccccc2n1,1.8,-3.3
Cn1c(CO)c(-c2ccccc2)c2cc([N+](=O)[O-])ccc21,-21.2,-1.7
Cc1c(Cl)c([N+](=O)[O-])nn1CC(=O)NCc1ccc(Cl)cc1,-0.6&-1.5,4.0&-7.9
c1csc(-c2nc3nc4ccccc4n3[nH]2)c1,9.0,-0.4
CC(C)CCNC(=O)N1CCCC1c1cc(C(C)C)no1 (stereo not drawn),-5.8,-1.4
Cc1cc(C)nc(NS(=O)(=O)c2ccc(NC(=O)c3cc(Cl)cc(Cl)c3)cc2)n1,-4.2,30.0

# Reprinted from the part before: four compounds, followed by the next part.
SMILES,Pf apPOL block,mHTT-CaM PPI inh
Cc1c(Cl)c([N+](=O)[O-])nn1CC(=O)NCc1ccc(Cl)cc1,-0.6&-1.5,4.0&-7.9
c1csc(-c2nc3nc4ccccc4n3[nH]2)c1,9.0,-0.4
CC(C)CCNC(=O)N1CCCC1c1cc(C(C)C)no1 (stereo not drawn),-5.8,-1.4
Cc1cc(C)nc(NS(=O)(=O)c2ccc(NC(=O)c3cc(Cl)cc(Cl)c3)cc2)n1,-4.2,30.0
COc1ccccc1/C=C/C(=O)Nc1ncccn1,1.0,0.0
O=C(c1ccccc1)N1CCC(c2ccn3ncc(C(=O)N4CCCCC4)c3c2)CC1,0.4,12.6
Cc1cc2c(cc1C)NC(c1c(F)cccc1Cl)C1=C(CC(C)(C)CC1=O)N2 (stereo not drawn),4.0,16.0
CC(C)n1cc2cc(C(=O)N(C)C)sc2c1,1.2,11.7
COc1ccc(C(=O)Nc2c3c(nn2-c2ccc(OC)cc2)CSC3)cc1,6.7,39.0
Cc1nc2cc(N3CC(C(=O)NCc4ccc(Br)cc4)CC3=O)ccc2o1 (stereo not drawn),-0.4,5.0
Cc1ccc(CNC(=O)N2CCCC(OCc3nc(C)no3)C2)cc1 (stereo not drawn),-3.9,-18.6
CC1(C)CC(=O)C(SC(F)(F)F)C(=O)C1,-11.1,nt
COc1ccccc1C(=O)NCCC1CCN(C(=O)NC2CCCCC2)CC1,-7.5,2.7
Cc1ccc2cc3cc(C(=O)N4CCN(C)CC4)sc3nc2c1,-5.7,-1.0
Cc1cccc(C)c1NC(=O)C1CC(=O)N(c2ccc(Cl)c(Cl)c2)C1 (stereo not drawn),-1.8,-0.4
CN(C)CCNC(=O)C1COC2(CCCCC2)N1C(=O)c1ccc(Cl)cc1 (stereo not drawn),-2.6,-0.4

# Single values from the results shown.
# `CS(=O)(=O)c1cccc(-c2nnc(NC(=O)C3c4ccccc4Oc4ccccc43)o2)c1` | Pf apPOL block: -114.0
# `Cc1ccc(CNC(=O)N2CCCC(OCc3nc(C)no3)C2)cc1` (stereo not drawn) | mHTT-CaM PPI inh: -18.6
# `COc1ccc(C(=O)Nc2c3c(nn2-c2ccc(OC)cc2)CSC3)cc1` | mHTT-CaM PPI inh: 39.0
# `CC1(C)CC(=O)C2=C(C1)Nc1ccccc1NC2c1c[nH]c2ccccc12` (stereo not drawn) | mHTT-CaM PPI inh: 3.0

# (next part)
SMILES,Pf apPOL block,mHTT-CaM PPI inh
O=S(=O)(c1ccccc1)N1CCCc2ccccc21,-2.8,-43.2&-25.4
Cc1cc(F)c(F)c(C(=O)Nc2cccc(F)c2)c1,-8.2,-8.0
COc1ccc(O)c(C=NCCCCCCN=Cc2cc(OC)ccc2O)c1,-4.2,4.0
COc1cccc(C(=O)N2CCC(c3nc4cccnc4n3C)C2)c1 (stereo not drawn),1.0,2.8
COc1cc2c(cc1OC)C(C)N(C(=O)c1sc(-c3cnccn3)nc1C)CC2 (stereo not drawn),-1.8,nt
CC1(C)CC(=O)C2=C(C1)OC(N)=C(C#N)C21CCC2(CC1)OCCO2,nt,-0.2
Cc1nc(C)c(C(=O)N2CCCn3cc(-c4ccccc4F)nc32)s1,-2.4,11.7
COCCNc1nc2c(c(=O)n(C)c(=O)n2C)n1Cc1c(Cl)cccc1Cl,-5.5,1.0
COCCCNC(=O)N1CCC(N(C)C)C(c2nc(-c3cccnc3)no2)C1 (stereo not drawn),-2.0,-0.4
CC1CCCN(CC2CCN(S(=O)(=O)c3ccc(F)cc3)CC2)C1 (stereo not drawn),3.0,-1.5
COc1ccc(NC(=O)N2CC3CC2CC3NC(=O)c2cccs2)cc1F (stereo not drawn),0.4,1.5
COc1ccc(C)cc1NC(=O)CC1COc2ccccc2NC1=O (stereo not drawn),-1.0,0.0
O=C(NCC(c1ccco1)N1CCc2ccccc2C1)c1ccc([N+](=O)[O-])cc1Cl (stereo not drawn),-0.2,30.6
NC(=NS(=O)(=O)c1ccccc1)c1ccccc1,-7.9,-0.5
Cc1ccc([N+](=O)[O-])cc1S(=O)(=O)Nc1cccc(Cl)c1Cl,-9.5,6.5
CCC(C(=O)NC1C2CC3CC(C2)CC1C3)c1ccccc1 (stereo not drawn),-4.3,-4.1
COc1ccc(C2CC(=O)C3=C(C2)Nc2ccccc2NC3c2ccc(Cl)c([N+](=O)[O-])c2)cc1 (stereo not drawn),-14.7,52.0*
Cc1ccc(-c2ncc(C(=O)N(C)C)c(-c3ccncc3)n2)cc1,-0.4,12.4
c1ccc2[nH]c(SCCN3CCCCC3)nc2c1,-3.4&1.5,2.0&2.1
O=C(NCC1CCN(c2ncccn2)CC1)Nc1ccccc1Cl,-6.2,-6.9
O=C(NCCc1ccccc1)Nc1cccc(Cl)c1,-7.5,-18.4
Cc1ccc([N+](=O)[O-])cc1-c1ccc2cccc(C)c2n1,1.3,-1.0
CC1OC(OC2C(O)C(OCCc3ccc(O)c(O)c3)OC(CO)C2OC(=O)C=Cc2ccc(O)c(O)c2)C(O)C(O)C1O (stereo not drawn),-10.2,nt
Nc1ccc2nn(-c3ccccc3)nc2c1,-1.2,27.8
COCC(=O)N1CCC2(CC1)NC(=O)N(CCc1ccccc1)C2=O,-1.6,-14.4
O=C1CSC(c2cccc(C(F)(F)F)c2)N1c1cccc(Cl)c1 (stereo not drawn),-5.9,-24.0
COC(=O)c1ccc(Cl)cc1NC(=O)N1CCCn2nc(-c3ccncc3)cc2C1,-11.4,6.5
CC(=O)Nc1ccc(-c2noc(C3CCCN(C(=O)c4cccc(Cl)c4)C3)n2)cc1 (stereo not drawn),-8.2,34.3
Cc1ccc(C(=O)NCc2ccco2)c(Cl)c1,1.4,2.0
CCn1cc(C(=O)Nc2ccccn2)c(=O)c2cc(Cl)ccc21,-0.3,-18.0
COc1ccc(S(=O)(=O)Nc2ccc(C(C)=O)cc2)cc1[N+](=O)[O-],3.4,-4.1
COc1ccc(/C=C/C(=O)c2cccs2)c(OC)c1,-33.7,-11.9
O=C(CSc1nc(-c2ccccc2)c(-c2ccccc2)o1)N1CCOCC1,9.9&-6.0,56.0*!
Cc1onc(-c2c(Cl)cccc2Cl)c1C(=O)Nc1sc(C)c(C)c1C(N)=O,-0.3,17.4
Cc1ccc(C)c(N2CCN(C(=O)c3ccc4c(c3)N(C)C(=O)C3CCCCN43)CC2)c1 (stereo not drawn),-1.4,93.6*
CCn1c2ccccc2c2nnc(SCC(=O)Nc3ccccc3C#N)nc21,0.4,23.0
CS(=O)(=O)N(Cc1ccccc1Cl)c1ccc(C(=O)N2CCOCC2)cc1,-6.5,0.4
Nc1nc(C23CC4CC(CC(C4)C2)C3)cs1,3.5,13.1
COCCCNC(=O)NCCC1CCN(S(=O)(=O)c2ccccc2)CC1,-0.5,34.5
CCc1ccc(S(=O)(=O)N2CC=C(c3cn(C)c4ncccc34)CC2)cc1,-2.7,5.7
COc1ccc(CNC(=O)c2cn(C)c(=O)c3c2c2ccccc2n3C)cc1,-3.0,5.0

# Fetched by structure from above (5):
SMILES,Pf apPOL block,mHTT-CaM PPI inh
CS(=O)(=O)N(Cc1ccccc1Cl)c1ccc(C(=O)N2CCOCC2)cc1,-6.5,0.4
CCc1ccc(S(=O)(=O)N2CC=C(c3cn(C)c4ncccc34)CC2)cc1,-2.7,5.7
Nc1nc(C23CC4CC(CC(C4)C2)C3)cs1,3.5,13.1
COCCCNC(=O)NCCC1CCN(S(=O)(=O)c2ccccc2)CC1,-0.5,34.5
COc1ccc(CNC(=O)c2cn(C)c(=O)c3c2c2ccccc2n3C)cc1,-3.0,5.0

# High-throughput results: PubChem, University of Kansas High Throughput Screening Laboratory
